# From PubChem
# TSHR antag: human thyrotropin receptor antagonism. P16473. activity change, negative = inhibition, % at 11.5 µM. TSHR-expressing cells, TSH-stimulated cAMP HTRF, 2 h; stronger effect = lower value. 0.2% of 330,000 active;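 active means activity change below a set negative limit, meaning inhibition stronger than a set level, cut at about -70% in these data; inconclusive means activity change between two set negative limits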; further: on the % scale 0 is the no-effect control and ±100 the full control effect
#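 TSHR-expressing cells, 200/well, pre-treated with compound, then stimulated with EC80 TSH (4nM final) for 2 hours at 37 deg C. cAMP measured by competitive HTRF: anti-cAMP cryptate antibody in lysis buffer plus cAMP-d2, read after 30 minutes at room temperature.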
# Eya2 inh: blocks the phosphatase activity of human Eya2 | 0.006% of 330,000 active | recombinant Eya2, OMFP fluorescence dephosphorylation (OMFP is methylfluorescein phosphate) | Potency, µM (highest dose often 76.9 µM), for inactives: top-dose activity, negative = inhibition, actives largely listed as inhibitors | AID 488837; further: potency means the concentration at half of the fitted maximal effect; on the % scale 0 is the no-effect control and ±100 the full control effect
#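 Eya2 (0.2 uM) preincubated 10 min at ambient with compound, then OMFP substrate added at 50 uM; 10 min reaction in 50 mM HEPES pH 7.5, 50 mM NaCl, 5 uM MgCl2, 0.05% BSA, 1 mM DTT. Fluorescence read at Ex 485/Em 525 nm.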
# Tb PFK block: inhibitors of T. brucei phosphofructokinase. T. brucei PFK, ADP-Glo luminescence. O15648. 0.17% of 330,000 active. Potency, µM (highest dose often 57.5 µM), for inactives: at the top dose activity, negative = inhibition, hits mostly inhibitors;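 further: potency means the concentration at half of the fitted maximal effect; 0% = uninhibited 1x PFK enzyme wells and -100% = no-enzyme wells; nearly all actives have a fitted effect of over 60% in size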
# Target sequence (O15648 whole entry, looked up): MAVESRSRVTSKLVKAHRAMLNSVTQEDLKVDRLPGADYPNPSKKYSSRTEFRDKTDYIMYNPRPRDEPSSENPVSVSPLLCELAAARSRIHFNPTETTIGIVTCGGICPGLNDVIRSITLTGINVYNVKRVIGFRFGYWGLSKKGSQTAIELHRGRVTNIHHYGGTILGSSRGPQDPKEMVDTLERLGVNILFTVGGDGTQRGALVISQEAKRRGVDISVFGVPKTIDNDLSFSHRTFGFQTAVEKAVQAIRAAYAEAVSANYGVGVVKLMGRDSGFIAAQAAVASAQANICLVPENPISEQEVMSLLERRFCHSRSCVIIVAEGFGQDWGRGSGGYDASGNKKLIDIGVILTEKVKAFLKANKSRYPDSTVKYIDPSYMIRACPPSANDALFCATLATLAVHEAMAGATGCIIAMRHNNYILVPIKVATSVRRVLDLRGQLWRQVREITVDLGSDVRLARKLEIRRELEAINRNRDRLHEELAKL
#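 In TEA buffer at pH 8.0 with 5 mM MgCl2, enzyme (1.25 nM) converted F6P (0.5 mM) and ATP (0.1 mM) for 45 min at room temperature. ADP product was read by luciferase luminescence.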
# Mito fusion act: mitochondrial division inhibition or fusion activation | S. cerevisiae fusion-defective mutant growth rescue, CellTiterGlo 48 h | 0.23% of 320,000 active | Potency, µM (highest dose often 46.1 µM), inactives show top-dose growth rescue (activation), usual class: activators;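 further: potency means the concentration at half of the fitted maximal effect; % of control where 0% means no effect; nearly all actives have a fitted effect of over 45% in size; temperature-sensitive fusion mutants such as fzo1-1 at 37 °C on non-fermentable ethanol glycerol medium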
#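 Compounds are tested for their ability to restore growth of mitochondrial fusion-defective yeast strains at non-permissive 37C in YPEG medium over 48 hours. Viability is quantified by luciferase luminescence.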
# ELG1 repair inh: inhibitors of ELG1-dependent DNA repair in HEK293T cells | HEK293T ELG1-luciferase reporter, luminescence, 16 h; DNA damage induced by 5-fluorouridine | Potency, µM (highest dose often 46.1 µM), for inactives: at the top dose activity change, negative = inhibition, actives largely listed as inhibitors | 2.3% of 330,000 active | AID 504467; further: potency means the concentration at half of the fitted maximal effect; on the % scale 0 is the no-effect control and ±100 the full control effect; nearly all actives have a fitted effect of over 55% in size
#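 Reporter activity after DNA damage by 5-fluorouridine is monitored. Compound-treated cells incubate 16 hr at 37 °C, then ONE-Glo is added for 30 min before luminescence reading.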
# TCR act: activators of T cell receptors | 330,000 tested, under 10 active | Potency, µM (doses to about 9.22 µM), for the others: at the highest dose activation of IL-2 secretion, actives largely listed as activators | AID 504894 | primary human leukocytes, anti-CD3, IL-2 HTRF, 48 h; further: % of control where 0% means no effect
#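 Primary human leukocytes were stimulated with a-CD3 beads plus compounds for 48 hr without co-stimulation; secreted IL-2 was quantified by HTRF using a-IL-2-K (europium cryptate) and a-IL-2-d2, excited at 320nm with acceptor emission read at 665nm.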
# Chronic BCR inh: chronic active BCR signaling inhibition; ABC-DLBCL IkBa-CBG/CBR reporter, luminescence ratio, 4 h; AID 493014; Potency, µM (series often up to 46.1 µM), without a hit: top-dose ratio change, negative = lower green/red ratio, most hits filed as inhibitors; 0.05% of 340,000 active; active means well fitted inhibition curve with a large enough effect in the signal ratio, with a control signal flat, not every such curve was filed as active; inconclusive means small, poorly fitted or top-dose-only effect, or effect the other way, or a change in a side signal; the % refers to the signal ratio;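 further: potency means the concentration at half of the fitted maximal effect; plate controls were basal doxycycline-induced cells for no effect and cells given 10 µM MG132 for full effect; MG132 reads +100%, hits lower the ratio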
#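 Concentration-response series (up to 46 uM) were applied to TMD8 dual-reporter cells for 4 h at 37C with doxycycline. Green/red ratio, after filter-overlap correction, defined %Activity; red signal alone was normalised to basal cells and zero luminescence.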
# TSG101-PTAP inh: blocks PTAP/TSG101 interaction to inhibit HIV-1 budding | AID 493005 | Q99816 | Potency, µM (titrated, usually from 115 µM), for inactives: at the top dose activity change, negative = inhibition, hits mostly inhibitors | Fluorescence polarization, FITC-PTAP peptide / Tsg101 binding | 340,000 tested, under 10 active; active means well fitted inhibition curve with a large enough effect in the main read-out, with a control signal flat, not every such curve was filed as active; inconclusive means small, poorly fitted or top-dose-only effect, or effect the other way, or a change in a side signal; inactive means no such curve, though single readings can be large or run the other way; further: potency means the concentration at half of the fitted maximal effect; % of control where 0% means no effect
# Target sequence (Q99816 whole entry, looked up): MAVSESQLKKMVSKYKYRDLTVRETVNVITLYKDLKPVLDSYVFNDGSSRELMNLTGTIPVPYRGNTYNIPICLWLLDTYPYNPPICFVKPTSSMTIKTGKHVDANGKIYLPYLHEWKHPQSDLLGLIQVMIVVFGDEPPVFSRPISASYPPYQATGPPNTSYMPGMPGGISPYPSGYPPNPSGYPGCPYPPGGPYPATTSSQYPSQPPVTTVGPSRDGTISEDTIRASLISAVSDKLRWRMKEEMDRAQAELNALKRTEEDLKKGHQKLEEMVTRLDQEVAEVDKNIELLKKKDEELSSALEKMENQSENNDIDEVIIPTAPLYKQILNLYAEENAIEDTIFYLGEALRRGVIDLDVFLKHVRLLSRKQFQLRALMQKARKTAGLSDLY
#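 Fluorescence polarization binding of Tsg101 binding domain (10 uM final) to FITC-labeled PTAP peptide (50 nM final) in HEPES pH 7.5 buffer with NaCl, Tween 20, EDTA, TCEP. Compounds added before peptide; binding 20 min at RT.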
# A-T KAP1 phos: potential ataxia-telangiectasia treatment. […] A-T fibroblasts, KAP-1 phosphorylation AlphaLISA; neocarzinostatin DNA damage 30 min before lysis. Potency, µM (top dose mostly 57.5 µM), for inactives: at the top dose activation, usual class: activators. 0.19% of 320,000 active; further: potency means the concentration at half of the fitted maximal effect; % of control where 0% means no effect; nearly all actives have a fitted effect of over 45% in size
#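 ATM-like activity read as KAP-1 phosphorylation via AlphaLISA donor/acceptor antibody pairs after lysis and 6 hr at 25C. Cells were ATM-null patient fibroblasts ([…], hTERT), dosed 60 min, then exposed to the DSB inducer NCS for 30 min.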
# S-ASM inh: blocks human secretory acid sphingomyelinase. Potency, µM (doses to about 57.5 µM), without a hit: at the top dose activity change, negative = inhibition, hits mostly inhibitors. 0.006% of 340,000 active. placental ASM, HMU-PC fluorogenic substrate, 60 min; further: potency means the concentration at half of the fitted maximal effect
#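 Steps: dispense placental human ASM, pin compound, wait 10 min at room temperature, add HMU-PC0 substrate at 9 uM final, incubate 60 min at 37 °C, add stop solution raising pH to 10, read fluorescence.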
# Integrin act MD: integrin-mediated muscular dystrophy alleviation activation; Potency, µM (top dose mostly 38.3 µM), inactives show at the highest dose activation, hits mostly activators; 0.064% of 350,000 active; alpha7betagal myoblasts, beta-gal FDG fluorescence, 48 h;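 further: potency means the concentration at half of the fitted maximal effect; 100% = response of the positive control SU9516; nearly all actives have a fitted effect of over 60% in size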
#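 Alpha7betagal+/- myoblasts (passage 13) were plated 16-24 hr, then exposed to compounds (1:260 dilution of DMSO stock) for 48 hours at 37C. After MPER lysis, β-galactosidase reporter activity was read as FDG fluorescence (ex 480/em 540) after 30 minutes.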
# An asterisk follows results filed as active; ? = inconclusive; / = not tested or not shown; [ ] = remark or other dose. Unless noted, the call rests on the fitted dose curve; in most records, active means well fitted curve in the direction sought with a large enough effect; inconclusive means small, poorly fitted or top-dose-only effect, or another doubt; inactive means no such curve, though single readings can be large; an effect the other way counts as inactive or inconclusive.
SMILES,TSHR antag,Eya2 inh,Tb PFK block,Mito fusion act,ELG1 repair inh,TCR act,Chronic BCR inh,TSG101-PTAP inh,A-T KAP1 phos,S-ASM inh,Integrin act MD
CC(=O)N(C)c1ccc(NC(=O)c2ccc([N+](=O)[O-])cc2Cl)cc1,2.3,-13.5%,1.4%,12.0%,4.6%,-1.4%[46.1 µM],?,-0.3%,-11.3%,-1.7%,-5.6%
CC(=O)Nc1cccc(C(=O)OC(C)C(=O)NC2CCCc3ccccc32)c1 (configuration not stated),9.9,-15.1%,0.6%,2.0%,-2.3%,1.9%,?,-2.2%,12.6%,-0.1%,1.1%
C=CCNC(=S)NNC(=O)COc1ccc(Br)cc1,-0.6,-9.0%,-1.5%,12.4%,?,0.6%[46.1 µM],?,-0.6%,7.5%,5.4%,-4.4%
CCOC(=O)N1CCN(CC(=O)Nc2ccc(F)cc2F)CC1,-5.4,3.0%,-2.6%,1.8%,8.2%,4.2%,2.6%,2.6%,-0.1%,2.0%,24.1%
CCN(CCNC(=O)C1CCN(Cc2nc(-c3ccc(Cl)cc3)oc2C)CC1)c1ccccc1,-3.1,-19.4%,4.2%,-17.2%,16.4µM*,1.5%,-1.6%,0.5%,9.8%,-0.8%,-51.2%[inhibitor]
Cc1ccc(/C=N/NC(=O)Cn2nc(C)c(Br)c2C)o1,-10.8,14.0%,2.5%,2.4%,-2.2%,-0.8%,?,1.6%,-5.8%,-1.4%,3.2%
O=C(Nc1cccc(Cl)c1)Nc1ccc2c(c1)OCO2,-11.0,4.0%,-17.6%,21.9%,?,/,?,-5.8%,-2.1%,-3.5%,?
Cc1sc2nc(SCC(=O)N(C)c3ccccc3)n(C)c(=O)c2c1C,28.3,7.0%,-4.7%,3.5%,?,1.7%,?,/,21.5%,-7.2%,-13.7%
C=CCNS(=O)(=O)NC(=O)C1=C(N2CCCC2)COC1=O,-1.9,-9.5%,5.3%,/,?,-2.7%,4.3%,-3.2%,2.8%,1.7%,0.2%
Cc1csc(OCc2ccc(C#N)cc2)n1,0.0,-1.4%,2.2%,-5.9%,2.2%,-1.8%,7.2%,-3.9%,-2.2%,-1.2%,-10.2%
Cc1cc(N(C)C)c(C#N)c(NCc2ccccc2)n1,9.1,2.5%,-1.4%,20.5%,?,1.5%,?,0.7%,24.3%,-0.6%,16.0%
CCc1ccc(-c2nc(CN3CCC(C(=O)N4CCN(c5ccccc5)CC4)CC3)c(C)o2)cc1,1.8,-7.4%,0.5%,-9.2%,?,0.8%,-8.6%,-4.4%,1.2%,-2.2%,-47.8%[inhibitor]
Cc1ccc(NC(=O)CCC(=O)NNC(=O)C(c2ccccc2)c2ccccc2)c(C)c1,3.3,-6.6%,-4.7%,-2.7%,9.7%,/,2.6%,/,-2.0%,6.8%,30.8%
COc1ccccc1-c1nnc(SCC(=O)Nc2ccccc2)o1,0.5,2.9%,3.6%,9.2%,?,-1.7%,?,-7.8%,-7.1%,-4.1%,18.8%
COc1ccc(Cl)cc1NC(=O)C(C)NC(c1ccccc1)c1ccccc1 (configuration not stated),-11.5,-4.9%,-1.3%,7.9%,-18.8%,1.4%[46.1 µM],13.6%,0.9%,7.3%,-1.6%,-13.8%
COc1ccc(-c2noc(CN(C)C(=O)c3ccoc3C)n2)cc1,25.6,1.3%,-4.5%,4.4%,-6.1%,-1.8%,6.0%,-2.1%,4.0%,-0.3%,-45.8%[inhibitor]
COC(=O)c1cc(=O)nc2sc(-c3cccs3)nn12,-2.9,-11.8%,-4.3%,-3.9%,21.6%,-0.6%,-0.8%,-2.5%,-2.1%,1.6%,0.5%
CCCc1nn(C(=O)c2ccccc2)c2c1C(=O)CC(C)(C)C2,1.8,0.7%,2.8%,1.1%,-0.3%,-2.2%,-9.5%,-5.9%,/,2.2%,15.9%
Cc1cc(=O)[nH]c(N/N=C/c2ccccc2Cl)n1,-5.2,5.1%,2.2%,1.9%,?,-0.1%,4.7%,-3.5%,-5.7%,-12.0%,-22.0%
O=C(CSc1nc2ccccc2nc1N1CCOCC1)N1CCN(c2ccccc2)CC1,-7.8,-1.2%,-0.5%,24.2%,?,4.1%,17.1%,-3.2%,16.8%,-0.6%,-11.7%
CC(C)(C)C(=O)Nc1ccc(C(=O)NCc2cccnc2)cc1,/,/,/,0.2%,/,5.0%,/,0.3%,/,1.6%,-2.1%
CC(=O)c1ccc(NC(=O)C(C)OC(=O)C2CC(=O)N(c3ccc4c(c3)OCCO4)C2)cc1 (configuration not stated),3.1,0.5%,0.3%,1.1%,15.4%,-3.9%,-13.7%,-1.9%,4.5%,-2.1%,-30.0%
COc1ccccc1NC(=O)CSc1nnc(-c2ccoc2C)o1,8.3,-5.8%,0.3%,1.8%,?,-0.9%,-2.1%,-3.2%,-6.8%,0.5%,4.9%
CCCOc1ccc(CN(C)c2ncnc(N)n2)cc1,0.7,3.7%,3.1%,3.4%,1.7%,/,-18.2%,-5.6%,18.4%,-1.6%,-3.2%
COc1ccc(OC)c(N/C(C)=C/C(=O)c2ccc(C)o2)c1,0.9,?,0.2%,0.0%,-0.9%,-4.1%,11.1%,-4.1%,-2.8%,-1.0%,13.8%
CNS(=O)(=O)c1cccc(C(=O)OCCCOC(=O)c2cccc(S(=O)(=O)NC)c2)c1,29.0,-2.8%,-1.4%,0.8%,13.9%,-7.3%,5.4%,-2.4%,5.2%,5.6%,0.0%
Cc1ccc(S(=O)(=O)Nc2cc(C)c(O)c(S(=O)(=O)c3ccc(C)cc3)c2)cc1,4.2,-3.8%,-20.9%,10.2%,-12.0%,4.1%,4.3%,-2.1%,-1.1%,-4.6%,0.0%
O=C(NCc1ccc(OC(F)(F)F)cc1)C12CN(Cc3ccccc3)CC1C(c1cccc([N+](=O)[O-])c1)=NO2 (configuration not stated),-18.7,5.2%,-4.9%,-3.1%,-16.0%,0.7%,5.9%,-5.2%,-4.7%,-0.8%,10.3%
COc1cc(OC)cc(-c2cc3ccccc3c(=O)o2)c1,14.1,-5.8%,0.7%,/,?,-12.1%,?,-2.6%,1.0%,28.0%,-35.6%
COC(=O)COc1c(Cl)cc(Cl)c2ccc(C)nc12,4.8,1.2%,0.2%,-4.9%,?,-1.9%,9.1%,-1.9%,18.8%,2.8%,23.2%
COc1cc2c(c(OC)c1OC)C(c1ccc(C)cc1)CC(=O)O2 (configuration not stated),42.0,-9.6%,5.8%,/,?,-5.9%[46.1 µM],?,-0.6%,20.3%,6.5%,17.8%
O=C(C[n+]1cc(-c2ccccc2)n2c1CCCCC2)c1ccc(Br)cc1,0.6,-2.9%,3.6%,5.4%,?,5.0%,-8.7%,-0.5%,1.7%,0.4%,-65.5%[inhibitor]
CC(C)(C)N1C(=O)c2ccc(C(=O)NCc3ccco3)cc2C1=O,0.8,-39.0%,-3.0%,3.5%,8.1%,-22.8%,2.5%,-6.2%,-18.6%,-4.6%,-5.7%
CCOC(=O)c1ccc(NC(=O)c2cc(F)c(F)cc2Cl)cc1,2.0,-10.1%,-6.2%,0.3%,5.8%,7.3%,?,-0.6%,-0.2%,-5.4%,0.6%
O=C1CC(N2CCN(c3ccccc3)CC2)C(=O)N1Cc1ccc(Cl)cc1 (configuration not stated),2.6,-10.1%,5.9%,-6.0%,-1.6%,0.7%,-15.8%,1.3%,0.1%,-2.3%,?
O=C(NNC(=O)c1cc(Cl)ccc1O)c1ccc(NS(=O)(=O)c2cccs2)cc1,-17.9,-16.7%,-6.3%,5.3%,0.7%,0.4%,?,-1.9%,-2.0%,-5.8%,19.8%
COc1ccccc1CNC(=O)CSc1nnc2c(n1)[nH]c1ccc(F)cc12,-7.6,-17.9%,-5.1%,0.9%,9.4%,-0.9%,-4.1%,2.0%,3.8%,-5.2%,0.0%
CCOCC(=O)Nc1ccccc1C(=O)N1CCOCC1,4.2,11.6%,-1.7%,-0.7%,1.4%,-2.1%,-1.3%,-3.9%,0.5%,5.6%,3.8%
